Wee1 degr inh: human Wee1 degradation inhibition, primary screen; P30291; HeLa Luc-Wee1K328M stability, luciferase luminescence; 100% = proteasome inhibitor MG132 effect; reporter increase, % at 5 µM; 220,000 compounds, 1.2% hits;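 active = activation above the mean of all tested compounds plus 3 SD, set per screening run, cut at about 8.8% in these data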;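 note: cells exposed to compound for 20 h before luminescence read; 0% = DMSO alone and 100% = MG132 at 30 µM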
FXIa inh: factor XIa (human) inhibition; P03951; purified FXIa, Boc-Glu-Ala-Arg-AMC fluorogenic substrate; inhibition, % at 5 µM; 220,000 compounds, 0.14% hits;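 active = inhibition of at least 40%; inactive = inhibition below 40%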;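 note: fluorescence of freed AMC excited at 355 nm; 0% = enzyme without compound and 100% = no enzyme blank; many of its hits are not listed in these tables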
thrombin 1536: blocks human thrombin protease activity | 220,000 compounds, 0.26% hits | inhibition, % at 5 µM | alpha-thrombin, Boc-VPR-AMC fluorogenic substrate cleavage | AID 1046 | P00734;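 active = inhibition at or above 40%; inactive = inhibition below 40%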;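 note: 0% = enzyme with no compound and 100% = wells without enzyme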
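System – human alpha-thrombin protein · Reagent – Boc-VPR-AMC substrate, 15 µM final · Compound – 5 µM single dose in 0.2% DMSO · Schedule – reaction at room temperature · Technique – AMC fluorescence at 355 nm excitation and 460 nm emission · Read-out basis – % inhibition relative to enzyme controls and enzyme-free blanks · Control set – no-compound enzyme wells and no-enzyme blanks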
Hck Nef HTS: human Hck-Nef kinase inhibition | P08631 | Recombinant Hck-YEEI plus Nef, Z-Lyte FRET kinase assay | inhibition, % at 20 µM | 220,000 compounds, 0.68% hits | AID 463187;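 active = Hck-Nef kinase inhibition above about 50%, limit read from the data; inactive = inhibition below that limit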;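 note: 0% = DMSO with Hck plus Nef and 100% = Hck alone without Nef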
Target sequence (P08631 whole entry, looked up): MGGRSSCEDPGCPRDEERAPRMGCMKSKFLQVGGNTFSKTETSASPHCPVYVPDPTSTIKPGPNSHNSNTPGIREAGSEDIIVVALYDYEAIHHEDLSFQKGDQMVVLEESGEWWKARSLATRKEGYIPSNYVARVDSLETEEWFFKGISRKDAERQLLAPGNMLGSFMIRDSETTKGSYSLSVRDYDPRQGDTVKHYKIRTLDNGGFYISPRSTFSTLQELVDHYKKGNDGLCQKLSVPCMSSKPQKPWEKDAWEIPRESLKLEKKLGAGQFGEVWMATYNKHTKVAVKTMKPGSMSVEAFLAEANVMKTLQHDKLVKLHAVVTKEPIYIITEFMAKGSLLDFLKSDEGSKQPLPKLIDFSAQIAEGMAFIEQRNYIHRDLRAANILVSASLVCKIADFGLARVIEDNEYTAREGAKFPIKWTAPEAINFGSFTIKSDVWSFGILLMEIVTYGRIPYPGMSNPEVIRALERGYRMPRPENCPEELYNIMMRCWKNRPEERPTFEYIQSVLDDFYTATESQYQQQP
Runt-CBFb FRET: inhibitors of human RUNX1 Runt domain binding to CBFb. 220,000 compounds, 0.46% hits. inhibition, % at 20 µM. Cerulean-Runt/Venus-CBFb FRET ratio 530/480, 1 h. Q01196+Q13951;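 active = inhibition over about 50% at 20 µM in the single-dose screen, limit read from the data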;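 note: 0% = DMSO wells and 100% = excess unlabeled CBFb competitor control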
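Reagent – Venus-CBFb binding partner, 100 nM · Assay system – Cerulean-tagged RUNX1 Runt domain (FRET donor) fusion protein · Input – 100 nM per protein · Incubation – two 1 h room-temperature incubations shielded from light · Measured by – FRET fluorescence · Medium – Tris buffer pH 7.5 with salts and BSA · Benchmarks – unlabeled CBFb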
14-3-3 Bad inh: disrupts binding of bovine 14-3-3 zeta to phospho-Bad peptide; P63103; TR-FRET 14-3-3zeta/Dy647-pBad peptide displacement, 1 h; inhibition, % at 21.7 µM; 220,000 compounds, 0.71% hits; AID 781;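 active = inhibition above about 70%, limit read from the data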;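 note: 0% = full 14-3-3 plus peptide FRET controls and 100% = background without 14-3-3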
Target sequence (P63103 whole entry, looked up): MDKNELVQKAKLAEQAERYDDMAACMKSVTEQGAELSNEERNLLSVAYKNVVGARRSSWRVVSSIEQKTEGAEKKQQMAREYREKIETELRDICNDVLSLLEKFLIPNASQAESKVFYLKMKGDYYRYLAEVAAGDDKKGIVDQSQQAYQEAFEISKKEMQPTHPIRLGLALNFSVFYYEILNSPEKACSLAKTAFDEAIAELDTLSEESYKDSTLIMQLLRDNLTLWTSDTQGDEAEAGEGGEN
hK5 inh: kallikrein 5 (human) inhibition | 210,000 compounds, 0.59% hits | recombinant hK5, fluorogenic AMC substrate cleavage | inhibition, % at 5 µM | Q9Y337;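 active = inhibition of 40% or more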;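 note: 0% = enzyme controls without compound and 100% = no-enzyme blanks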
Runt-SMMHC FRET: Runt domain-CBFb-SMMHC interaction inhibition | Cerulean-Runt/Venus-CBFb-SMMHC FRET ratio 530/480, 1 h | 220,000 compounds, 0.74% hits | Q01196+Q13951 | AID 1434 | inhibition, % at 20 µM;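 active = mean inhibition across duplicate retests at 20 µM reaching about 50%, limit read from the data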;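 note: 0% = DMSO wells and 100% = wells with excess untagged CBFb-SMMHC; inhibitors lower the FRET ratio by blocking Runt binding to CBFb-SMMHC; some results filed as inactive read as strong as hits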
FXIIa inh 1536: factor XIIa (human) inhibition | P00748 | purified FXIIa, Boc-QGR-AMC fluorogenic substrate, 2 h | inhibition, % at 5 µM | 220,000 compounds, 0.3% hits; in the data active = inhibition above about 40%;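 note: 0% = enzyme with no compound and 100% = blank without enzyme; many of its hits are not listed in these tables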
* = called active by the depositor; x = not tested or not shown; [ ] = dose if it differs, or a comment.

mol	Wee1 degr inh	FXIa inh	thrombin 1536	Hck Nef HTS	Runt-CBFb FRET	14-3-3 Bad inh	hK5 inh	Runt-SMMHC FRET	FXIIa inh 1536
Cc1cc(C)nc(Nc2n[nH]c(Cc3ccccc3)n2)n1	1.8	2.6	3.0	6.2	1.0	-4.9	-0.7	1.6	11.0
COc1ccc(OCC(=O)NN2Cc3ccccc3C2=N)cc1	0.9	0.5	-3.6	2.8	-0.6	-2.5[fluorescence artefact?]	-6.8	0.4	-7.6
S=C(Nc1ccc(Cl)cc1)N(CCCN1CCOCC1)Cc1ccco1	-3.2	4.9	-5.2	4.4	0.1	-5.4	-20.7	-0.1	8.5
O=C(NCCN1CCCCCC1)C1CC(=O)N(CCc2ccccc2)C1 (stereo not drawn)	5.8	-8.2	-11.2	-1.8	-3.1	3.0[fluorescence artefact?]	-0.6	3.9	-12.3
CCCCC1CCC(C(=O)Nc2ccc(S(=O)(=O)Nc3nccs3)cc2)CC1 (stereo not drawn)	-1.5	3.6	0.0	-13.1	-30.8	7.6	12.1	-29.5	9.0
Cc1ccn2c(C(=O)N/N=C\c3cccs3)c(C)nc2c1	3.0	-3.1	10.6	0.8	1.8	3.7[fluorescence artefact?]	6.2	-1.2	1.7
O=[N+]([O-])c1ccc(N/N=C2\CC3CC=CC23)cc1 (stereo not drawn)	-2.1	-0.3	-5.0	23.2	-3.8	-6.3	-8.3	-13.8	-5.2
O=C(CC1C(=O)NCCN1C(=O)Nc1ccccc1)Nc1ccc2c(c1)OCO2 (stereo not drawn)	-2.9	-6.7	-10.2	2.0	-4.4	6.6	1.2	-0.5	-8.1
COc1ccc2c(c1)CC/C(=C\c1ccc(OC)c(Cn3nc(C)cc3C)c1)C2=O	-0.1	-8.8	-0.8	4.1	-2.7	2.7[fluorescence artefact?]	-8.8	1.5	9.7
BrCCOCCOc1ccc2ccccc2c1	-0.1	4.4	-1.3	1.6	0.6	14.6[fluorescence artefact?]	-7.2	1.1	2.7
O=C(NCCCCc1ccccc1)c1ccccc1Cl	0.3	-4.2	8.7	20.0	-2.2	-8.5	-1.4	1.6	10.2
Cc1ccccc1CNC(=O)C(=O)Nc1nccs1	-2.2	-8.3	-21.1	15.0	-0.2	-8.6	-1.1	2.6	5.4
O=C(CNC(=O)c1ccccc1Cl)N/N=C/C=C/c1ccccc1	2.6	3.9	1.4	4.1	0.8	-3.1[fluorescence artefact?]	-13.6	-1.6	11.8
CC1=C(C(=O)OCC2CCCO2)C(c2coc3ccccc3c2=O)C2=C(CC(C)(C)CC2=O)N1 (stereo not drawn)	-1.0	-2.1	6.9	9.3	-1.8	-13.3	-4.5	2.8	5.2
Cc1ccc(S(=O)(=O)CC(=O)Nc2ccc(F)c(F)c2F)cc1	-2.0	1.7	-6.8	-5.3	42.7	-1.3	-9.3	17.1	2.4
CC1(C)CC(=O)C=C(NC2CC(C)(C)NC(C)(C)C2)C1	1.3	-0.4	4.2	0.4	-0.9	-5.0	-10.5	-1.3	14.3
CCN(c1ccccc1)S(=O)(=O)c1ccc(OC)c(NS(=O)(=O)c2cccs2)c1	-2.3	-4.5	-0.4	-13.7	-0.2	12.9	-3.4	-3.0	2.9
CC1CCc2sc(C(=O)N=Nc3c(O)[nH]c4ccccc34)cc2C1 (stereo not drawn)	-3.0	-0.7	21.8	-0.8	-0.6	16.8	18.1	-1.1	14.0
Nc1ccc2nc3c(c(Cl)c2c1)CCCC3	-3.4	0.5	-8.3	20.9	11.2	-9.0	-2.2	-21.4	-0.8
O=C(CN1CCN(c2ccc(F)cc2)CC1)Nc1ccc(F)c(F)c1	-3.1	8.7	-4.8	0.4	-2.3	6.0	-5.5	1.0	5.1
CC(=O)Nc1ccc(Br)cc1C(=O)C(=O)O	3.3	8.8	-6.5	-0.2	-0.7	3.1	-8.7	-0.6	8.6
CC(=O)Nc1ccc(OCC(=O)NCc2ccc3c(c2)OCO3)cc1	-0.8	-6.3	-8.5	4.1	-0.3	-3.9	-3.2	2.9	4.4
O=S(=O)(Nc1nc(-c2sccc2Cl)cs1)c1cc(Cl)ccc1Cl	3.4	6.7	3.6	42.9	2.9	87.5*	-12.7	0.4	14.6
CC1(C)Cc2ccccc2-c2nc3ccccc3c(=O)n21	-3.2	-8.0	-1.2	-0.3	-1.0	-11.3	2.4	-0.7	-3.3
CC(C)(C)c1cc(C(=O)NCC(=O)OCC(=O)c2cccc([N+](=O)[O-])c2)cc(C(C)(C)C)c1	1.1	10.8	-3.6	5.8	-4.8	11.6	-6.5	-1.2	13.3
COc1ccc(NS(=O)(=O)c2cn(C)cn2)cc1	-0.2	7.5	1.0	-9.0	0.8	0.4	-4.6	-2.5	9.7
CC(C)(C)c1nnc(N/N=C/c2ccc(O)cc2)n(N)c1=O	-1.9	3.2	-0.4	4.4	11.0	-7.0[fluorescence artefact?]	-12.8	5.1	7.4
Cc1nnc(SCc2ccc(Cl)c(Cl)c2)s1	2.7	-0.5	-1.1	16.1	-1.5	-10.8	17.7	2.2	9.2
CCOC(=O)N1CCN(C(=O)c2ccc3c(=O)n(CCOC)c(=O)[nH]c3c2)CC1	-1.1	5.8	-8.0	-0.5	-1.8	4.6	-15.5	-3.4	8.0
Oc1ccc(N=Nc2cccc(Cl)c2)cc1C=Nc1ccc(N2CCOCC2)cc1	0.1	-1.4	-4.0	14.4	-4.7	15.9[fluorescence artefact?]	-2.2	-8.4	1.6
COc1ccccc1CNC(=O)COc1ccccc1OC	-3.9	4.9	0.3	10.7	1.0	0.7	1.4	-1.0	4.0
CCOC(=O)c1cccc(NC(=O)CCOc2ccccc2)c1	-2.2	0.4	13.7	28.9	x	0.5	-1.9	x	10.8
CC1CCN(C(=O)COc2ccc(Nc3ccccc3)cc2)CC1	0.2	-1.6	-3.6	41.4	1.4	-9.4	-1.3	-0.6	6.3
Cc1oc2c(CN3CCCC3)c(O)ccc2c(=O)c1-c1ccccc1	-1.1	-8.4	-7.3	0.3	1.4	-5.0	-5.3	4.6	-1.0
Cc1oc2c(c1C(=O)c1ccc(Cl)cc1)C(=O)C(=O)c1ccccc1-2	-1.0	6.3	1.7	0.6	-1.1	15.7[fluorescence artefact?]	-7.1	-9.7	13.0
CC12CCC(C(=O)N3CCN(c4ccccc4)CC3)(CC1=O)C2(C)C (stereo not drawn)	-3.2	5.1	7.7	2.2	0.7	-2.1	54.3*	1.9	1.7
Cc1ccc(CN2CC(C(=O)Nc3cc(S(C)(=O)=O)ccc3Cl)CC2=O)cc1 (stereo not drawn)	-1.0	6.2	-16.6	0.3	-0.2	-1.6	-1.5	0.9	-0.2
O=C(C1=C(O)C(=O)N(c2ncccn2)C1c1ccc(Cl)c(Cl)c1)c1ccco1 (stereo not drawn)	0.2	18.7	18.9	0.3	-3.1	39.0	-19.9	-5.9	8.3
CCCn1c2c(c(=N)c3c1CCC3)CCCC2	2.6	7.7	-4.7	1.0	0.3	21.4	-5.8	6.2	18.4
COc1ccc([N+](=O)[O-])cc1NC(=O)CCN1CCN(C)CC1	0.7	1.4	-7.8	21.0	-1.4	-17.9	-3.9	0.7	9.6

Fetched one by one from above (2):
mol	Wee1 degr inh	FXIa inh	thrombin 1536	Hck Nef HTS	Runt-CBFb FRET	14-3-3 Bad inh	hK5 inh	Runt-SMMHC FRET	FXIIa inh 1536
Cc1oc2c(CN3CCCC3)c(O)ccc2c(=O)c1-c1ccccc1	-1.1	-8.4	-7.3	0.3	1.4	-5.0	-5.3	4.6	-1.0
COc1ccccc1CNC(=O)COc1ccccc1OC	-3.9	4.9	0.3	10.7	1.0	0.7	1.4	-1.0	4.0

Following part
mol	Wee1 degr inh	FXIa inh	thrombin 1536	Hck Nef HTS	Runt-CBFb FRET	14-3-3 Bad inh	hK5 inh	Runt-SMMHC FRET	FXIIa inh 1536
O=C(Cc1cccs1)Nc1ccc(N2CCOCC2)cc1	-0.9	2.2	-1.2	-10.4	-0.1	5.5	2.4	0.9	4.4
CN(C)S(=O)(=O)c1cccc(NC(=O)COc2nc3ccccc3nc2N2CCOCC2)c1	2.9	-9.2	-0.4	0.6	-1.2	7.1	-14.8	1.1	-2.9
COc1ccc(NC(=S)N/N=C/c2cccn2Cc2ccc(F)cc2)cc1	4.0	-0.4	-0.3	22.5	1.4	-7.4	-2.9	-3.2	4.5
CC1CN(c2ccc(NS(=O)(=O)c3ccccc3)cc2C(=O)O)CC(C)O1 (stereo not drawn)	-0.6	-1.2	4.2	2.1	2.1	0.5	-0.8	3.6	4.1
COC(=O)c1ccc(COc2ccc(NC(C)=O)cc2)o1	1.1	3.8	-5.9	6.1	-0.8	2.6	4.6	-0.5	2.5
CCOC(=O)c1cnc(C(F)(F)F)nc1Oc1ccccc1	0.1	-5.1	3.4	3.5	-0.7	3.1	-5.9	-2.3	12.0
COc1ccc(/C=C/C(=O)NC(=S)Nc2ccccc2C(=O)NC2CCCCC2)cc1	0.7	-1.3	-1.7	1.8	7.9	4.5	-3.6	-1.3	5.2
COc1cc(NC(=O)CN(c2ccc(C)cc2)S(=O)(=O)c2c(C)n[nH]c2C)cc(OC)c1	0.9	4.8	0.2	0.5	-3.1	-1.1	-9.5	-5.3	15.8
CC(=O)OCCCNc1cc(Sc2nc3ccccc3s2)c2nonc2c1[N+](=O)[O-]	0.2	6.5	4.0	2.2	27.6	0.9	-24.0	18.0	5.8
COc1ccccc1NC(=O)Cn1c(=O)n(-c2ccccc2)c(=O)c2oc3ccccc3c21	-0.9	8.5	1.2	-40.3	-2.9	-1.1[fluorescence artefact?]	-8.3	-25.6	8.8
CC(=O)Nc1ccc(Oc2nc(-c3ccccn3)nc3ccccc23)cc1	0.8	-1.7	0.4	4.8	3.3	-7.0	-7.4	1.1	5.6
